Screens: PubChem, several laboratories
PrPC surface inh = inhibitors of human cell surface prion protein PrPC, primary screen, cell-based, TR-FRET; inhibition, % at 13.8 µM; TR-FRET read-out; 370,000 tested, 0.43% active; Major prion protein (Homo sapiens), P04156; in the data active = inhibition above about 24%; note: 0% = median of the test wells and 100% = reference compound wells
PfHsp40 rescue = rescue of yeast from PfHsp40 toxicity, primary screen, S. cerevisiae, ATP luminescence. S. cerevisiae expressing PfHsp40, growth rescue. growth rescue, % at 12.5 µM. 340,000 tested, 0.68% active. AID 504582, 2011; in the data active = growth rescue above about 28%, passing the limit was not always enough; inconclusive = no clear call, values can overlap the other calls;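 note: yeast W303a lacking pdr1 and pdr3 grown in galactose medium; growth measured after three days at 30 °C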
Y pestis TopoI = Yersinia pestis topoisomerase I inhibitors, primary screen, biochemical, cleavage product accumulation, plate reader, single point | DNA topoisomerase I (Yersinia pestis CO92) | Y. pestis Topo-I cleavage product accumulation | activity, % at 10 µM | 360,000 tested, 0.064% active; in the data active = activity above about 50%, passing the limit was not always enough; inconclusive = no clear call, values can overlap the other calls; note: inactives centre near 2
Anthrax LF inh2 = Bacillus anthracis LF protease inhibitors, primary screen, biochemical, multiplex microsphere, MLPCN library | Lethal factor (Bacillus anthracis), P15917 | multiplex microsphere protease cleavage assay | inhibition, % at 10 µM | 360,000 tested, 0.12% active | AID 588501, 2011; note: plate controls were buffer without enzyme for full effect and enzyme alone for no effect
Target sequence (P15917 whole entry, looked up): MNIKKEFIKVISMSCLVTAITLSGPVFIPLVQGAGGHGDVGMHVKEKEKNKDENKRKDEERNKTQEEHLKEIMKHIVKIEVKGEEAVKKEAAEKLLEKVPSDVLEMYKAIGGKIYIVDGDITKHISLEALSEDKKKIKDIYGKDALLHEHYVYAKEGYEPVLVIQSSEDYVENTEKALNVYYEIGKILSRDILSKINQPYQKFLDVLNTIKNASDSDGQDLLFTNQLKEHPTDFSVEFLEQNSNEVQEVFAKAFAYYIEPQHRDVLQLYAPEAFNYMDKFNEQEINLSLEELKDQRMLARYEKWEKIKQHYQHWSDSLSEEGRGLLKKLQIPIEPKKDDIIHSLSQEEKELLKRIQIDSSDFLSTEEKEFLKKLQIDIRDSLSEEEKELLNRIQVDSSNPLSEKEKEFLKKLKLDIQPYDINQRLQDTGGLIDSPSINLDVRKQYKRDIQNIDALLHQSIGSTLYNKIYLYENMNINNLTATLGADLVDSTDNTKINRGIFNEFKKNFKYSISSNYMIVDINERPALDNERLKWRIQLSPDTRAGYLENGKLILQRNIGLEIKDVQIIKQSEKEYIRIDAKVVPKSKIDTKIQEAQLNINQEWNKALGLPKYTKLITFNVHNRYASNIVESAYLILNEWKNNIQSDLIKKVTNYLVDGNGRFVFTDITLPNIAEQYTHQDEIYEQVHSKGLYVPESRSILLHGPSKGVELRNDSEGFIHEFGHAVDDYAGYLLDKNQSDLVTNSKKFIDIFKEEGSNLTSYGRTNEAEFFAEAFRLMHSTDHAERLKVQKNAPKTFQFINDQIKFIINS
BH1578 lux ind = inducers of Vibrio cholerae quorum light production without autoinducers, primary screen, BH1578 luxS cqsA deficient, single point; 350,000 tested, 0.16% active; activation, % at 18.7 µM; AID 588436, 2011; V. cholerae BH1578 lux reporter, luminescence, 6 h; in the data active = activation mostly above about 9.7%, no sharp cut-off; inconclusive = no clear call, values can overlap the other calls; inactive = mostly below about 3.7%; note: not every result past the cut was called active; inactives centre near 0; reference of the scale not given here
SSB-PriA inh = inhibitors of Klebsiella pneumoniae PriA binding to SSB C-terminal tail, primary screen, biochemical, AlphaScreen; AlphaScreen SSBct-PriA binding, biotinylated peptide; inhibition, % at 33 µM; AID 1272365, 2023; 430,000 tested, 0.6% active; in the data active = inhibition mostly above about 37%, no sharp cut-off; inactive = mostly below about 20%;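 note: plate controls were negative control peptide for no effect and reference peptide for full effect; strong numbers were not always called active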
3CLpro inhibitor = SARS-CoV 3CLpro protease inhibitors, primary screen, biochemical, quenched FRET; recombinant SARS-CoV 3CLpro, quenched FRET peptide cleavage; Replicase polyprotein 1ab (Severe acute respiratory syndrome coronavirus), P0C6X7; AID 1706, 2009; 290,000 tested, 0.14% active; inhibition, % at 6 µM; in the data active = inhibition above about 12%
TcdB inh = TcdB glycohydrolase inhibitors, primary screen, biochemical, single point, plate reader; 350,000 tested, 0.24% active; Toxin B (Clostridioides difficile), P18177; TcdB glycohydrolase enzymatic assay; inhibition, % at 9.99 µM; AID 652162, 2013; in the data active = inhibition above about 10%
BoNT A protease = BoNT/A light chain protease inhibitors, primary screen, biochemical, flow cytometry, MLPCN library | inhibition, % at 10 µM | 360,000 tested, 0.17% active | multiplex microsphere protease substrate cleavage | Botulinum neurotoxin type A light chain protease (Clostridium botulinum A str. ATCC 3502); note: plate controls were buffer without enzyme for full effect and enzyme alone for no effect
Numbers without * were called inactive; i = inactive; ? = inconclusive; . = not tested or not shown. Cut-off read from the data, not from the text of the source, unless noted: active = inhibition above about 30%; inconclusive = no clear call, values can overlap the other calls; inactive = below that. A portion of the library; rates above refer to the full screens.

(1) COc1ccc(N2CCN(C(=O)C(Cc3ccccc3)n3cccc3)CC2)cc1 (stereo unspecified)
(2) COc1cc(C)nc(SCC(N)=O)n1
(3) Cc1nn(C)cc1CN(C)Cc1c(C(=O)N(C)Cc2ccccc2)nc2ccccn12
(4) N/C(=N\OC(=O)c1ccc(Cl)cc1Cl)c1ccccc1
(5) COc1ccccc1N1CCN(/N=C/C=C\c2ccco2)CC1
(6) COc1ccc(N/N=C(\C#N)C(N)=O)cc1

entry no.	1	2	3	4	5	6
PrPC surface inh	8.1	2.0	-1.6	3.9	2.5	-8.6
PfHsp40 rescue	0.0	-1.2	0.2	-0.2	0.5	47.4*
Y pestis TopoI	34.1	3.0	3.6	3.3	5.2	1.4
Anthrax LF inh2	-1.4	-0.5	0.8	-5.0	-2.8	-1.9
BH1578 lux ind	-0.2	.	i	-0.2	i	-0.1
SSB-PriA inh	35.8	-1.7	-2.5	.	.	.
3CLpro inhibitor	-3.0	-0.8	-1.2	4.8	2.2	-0.3
TcdB inh	-0.3	0.3	-1.1	.	.	0.3
BoNT A protease	0.0	-0.3	-0.6	-1.2	-0.3	-0.2

(7) COC(=O)c1cc(=O)c2ccc(OC)cc2o1
(8) Cc1ccc(OCc2ccc(C(=O)N3CCCC3)o2)cc1C
(9) Cc1onc(-c2ccccc2Cl)c1C(=O)Nc1nc2c(s1)CCCC2
(10) CCCC1Cc2[nH]c(=O)c(C#N)cc2CO1 (stereo unspecified)
(11) O=C(Nc1c(F)cccc1F)c1ccc2c(c1)CCN2S(=O)(=O)c1ccccc1
(12) Cc1cc(NC(=O)c2ccc(Cl)cc2Cl)no1

entry no.	7	8	9	10	11	12
PrPC surface inh	2.0	-0.3	6.5	-3.4	8.9	10.5
PfHsp40 rescue	0.1	-0.6	-1.5	0.4	0.4	-1.0
Y pestis TopoI	2.3	21.3	-0.3	-8.7	9.2	-1.4
Anthrax LF inh2	-3.3	0.1	-1.4	-0.5	0.8	-11.6
BH1578 lux ind	5.6	-1.0	-1.4	-4.2	-0.2	-0.6
SSB-PriA inh	-11.7	-7.6	7.4	-0.7	0.9	-1.6
3CLpro inhibitor	.	8.2	7.8	1.6	0.8	-4.9
TcdB inh	.	0.1	.	0.9	1.3	1.0
BoNT A protease	0.7	-1.3	-0.4	-0.3	-2.4	1.3

(13) CC1=C(C(=O)OCc2ccccc2)C(c2ccc(C#N)cc2)NC(=O)N1CCCC(=O)O (stereo unspecified)
(14) O=C1CCCN2N=C(SCC(=O)Nc3nccs3)SC2=N1
(15) Cc1ccc(S(=O)(=O)N2CCCC(C(=O)NCc3cccnc3)C2)cc1Cl (stereo unspecified)
(16) COc1ccc(NC(=O)CC(NCCc2ccccc2)C(=O)O)c(OC)c1 (stereo unspecified)
(17) CCOCCCNS(=O)(=O)c1ccc(NC(=O)N2c3ccccc3Sc3ccccc32)cc1
(18) CC(=O)Nc1ccc(S(=O)(=O)NCc2ccc(C(=O)NC(C)c3ccccc3)cc2)cc1 (stereo unspecified)

entry no.	13	14	15	16	17	18
PrPC surface inh	1.6	-1.3	2.5	0.5	11.7	-3.9
PfHsp40 rescue	0.3	0.3	-0.2	-0.6	7.2	-0.9
Y pestis TopoI	6.1	-6.7	14.6	-1.3	13.1	-2.3
Anthrax LF inh2	1.9	-2.9	0.2	-1.9	0.4	-2.6
BH1578 lux ind	1.2	i	7.7	.	i	-0.4
SSB-PriA inh	11.2	-26.7	-5.2	-4.7	16.4	-3.0
3CLpro inhibitor	3.2	2.9	-2.9	6.8	7.4	3.1
TcdB inh	-0.2	1.6	.	.	.	3.9
BoNT A protease	-1.2	-0.1	-1.3	1.0	-1.3	-0.8

(19) CSc1ccccc1C(=O)N1CCCC(CNC(=O)c2ccc(F)cc2)C1 (stereo unspecified)
(20) CCOc1ccc(NC(=O)CC2C(=O)NCCN2C(=O)c2ccc(Cl)cc2)cc1 (stereo unspecified)
(21) C=CCN1C(=O)/C(=C2/Sc3ccc(OC)cc3N2C)SC1=NCc1ccccc1
(22) CCC1=NN(C(=O)c2cccc([N+](=O)[O-])c2)C(O)(c2ccc(C)cc2)C1 (stereo unspecified)
(23) Cn1c(/C=C/c2ccc(Cl)cc2)nc2ccccc2c1=O
(24) Oc1ccccc1C=Nc1ccccc1-c1nc2ccccc2[nH]1

entry no.	19	20	21	22	23	24
PrPC surface inh	-4.4	-6.2	2.5	-3.0	-1.9	7.8
PfHsp40 rescue	0.2	0.0	-0.1	-1.1	1.4	0.3
Y pestis TopoI	3.3	-1.5	1.1	7.3	-10.5	-5.6
Anthrax LF inh2	-2.1	3.1	-5.1	-1.6	6.4	1.7
BH1578 lux ind	-0.4	-0.9	-1.2	1.2	i	-0.3
SSB-PriA inh	8.8	-2.2	-4.4	15.0	-4.0	-9.2
3CLpro inhibitor	-0.2	4.3	2.5	0.9	6.5	-0.3
TcdB inh	1.2	0.2	0.1	0.3	0.0	.
BoNT A protease	-1.4	-1.3	-1.3	-2.7	-1.2	0.7

(25) Cc1cccc(C(=O)Nc2ccc(NC(=O)c3cccc(C)c3)cc2)c1
(26) CCOc1ccc(NC(=O)Cn2nnc(-c3ccccc3NC(=O)CC)n2)cc1
(27) COc1cccc(-n2nnc3c(=O)n(Cc4ccc(C)cc4)cnc32)c1
(28) CCOc1ccc(-n2nnnc2SCC(=O)NC2CCCC2)cc1
(29) COc1ccc(C2C3=C(CCCC3=O)N(CC(=O)O)C3=C2C(=O)CCC3)cc1Br
(30) O=C(c1ccco1)N1c2ccccc2Sc2ccccc21

entry no.	25	26	27	28	29	30
PrPC surface inh	-6.7	9.9	-3.4	-2.8	-3.2	6.0
PfHsp40 rescue	.	0.6	1.6	0.6	.	1.3
Y pestis TopoI	-2.4	0.8	12.1	2.4	3.2	6.4
Anthrax LF inh2	-6.5	-9.0	-3.7	0.9	-8.0	2.4
BH1578 lux ind	0.0	1.5	-0.3	-2.8	4.8	.
SSB-PriA inh	.	-19.5	-9.7	7.6	.	-1.3
3CLpro inhibitor	.	0.0	3.1	-2.5	.	4.2
TcdB inh	-0.3	.	.	-1.1	-1.1	.
BoNT A protease	0.4	-3.1	0.3	17.1	-0.4	-1.8

(31) CCOC(=O)C1CCCN(C(=O)CCNS(=O)(=O)c2cc(Br)cnc2N)C1 (stereo unspecified)
(32) O=C(NCc1ccccc1)c1cc(-c2ccncc2)nc2ccc(S(=O)(=O)N3CCOCC3)cc12
(33) CCCNC(=O)CN(C1CCCCC1)S(C)(=O)=O
(34) CCCCCCCCN1C(=O)[C@H](CC(=O)NCC23CC4CC(CC(C4)C2)C3)C[C@@]2(C(=O)OCC)CCCC=C12
(35) Nc1ccc(Nc2ccncc2)cc1
(36) C/C(CCc1oc2ccc(Cl)cc2c1-c1ccc(C)o1)=N\O

entry no.	31	32	33	34	35	36
PrPC surface inh	-3.8	8.2	-3.0	-4.7	5.0	5.7
PfHsp40 rescue	-0.7	-1.6	0.1	.	.	?
Y pestis TopoI	-2.6	1.9	-6.1	.	-6.6	-4.2
Anthrax LF inh2	-0.8	0.4	-6.9	2.6	-3.0	-5.8
BH1578 lux ind	7.1	-0.1	-0.1	.	-0.7	5.0
SSB-PriA inh	-14.6	-3.5	-10.1	.	.	.
3CLpro inhibitor	-3.7	6.9	-5.1	.	.	-5.1
TcdB inh	0.8	-9.4	.	0.0	1.4	.
BoNT A protease	0.1	-0.4	-0.1	-1.2	-0.4	-2.3

Overlap with the part before: 4 entries; new compounds follow.
(33) CCCNC(=O)CN(C1CCCCC1)S(C)(=O)=O
(34) CCCCCCCCN1C(=O)[C@H](CC(=O)NCC23CC4CC(CC(C4)C2)C3)C[C@@]2(C(=O)OCC)CCCC=C12
(35) Nc1ccc(Nc2ccncc2)cc1
(36) C/C(CCc1oc2ccc(Cl)cc2c1-c1ccc(C)o1)=N\O
(37) O=S(=O)(NCCCN1CCOCC1)c1ccc2ccccc2c1
(38) CC1(Oc2ccccc2-c2ccno2)CCN(Cc2csc3ccccc23)C1 (stereo unspecified)
(39) O=C(CCCn1cnc2ccccc2c1=O)Nc1ccccc1F
(40) CCCOC1CCCN(C(=O)c2cc(COc3c(F)cccc3F)on2)C1 (stereo unspecified)
(41) Cc1cc(C)n(C(=O)COc2ccccc2C)n1
(42) CCNC(=S)Nc1ccc(OCC)cc1

entry no.	33	34	35	36	37	38	39	40	41	42
PrPC surface inh	-3.0	-4.7	5.0	5.7	2.9	-0.9	0.6	1.6	-0.6	1.9
PfHsp40 rescue	0.1	.	.	?	-1.9	.	-1.5	0.1	-1.2	1.7
Y pestis TopoI	-6.1	.	-6.6	-4.2	8.7	10.9	2.6	0.7	3.8	2.0
Anthrax LF inh2	-6.9	2.6	-3.0	-5.8	0.4	-3.0	-12.8	0.5	0.9	-0.2
BH1578 lux ind	-0.1	.	-0.7	5.0	-0.5	-0.4	i	-0.3	-1.3	-3.4
SSB-PriA inh	-10.1	.	.	.	-0.4	.	-7.0	-21.2	-13.9	-9.5
3CLpro inhibitor	-5.1	.	.	-5.1	-2.5	.	-1.7	4.6	-0.5	-1.4
TcdB inh	.	0.0	1.4	.	1.1	-0.5	1.5	2.1	.	1.0
BoNT A protease	-0.1	-1.2	-0.4	-2.3	0.0	-0.2	-2.8	0.0	-2.1	0.2

One compound at a time, as listed above. Order of values: PrPC surface inh, PfHsp40 rescue, Y pestis TopoI, Anthrax LF inh2, BH1578 lux ind, SSB-PriA inh, 3CLpro inhibitor, TcdB inh, BoNT A protease
CCNC(=S)Nc1ccc(OCC)cc1 across the screens: 1.9, 1.7, 2.0, -0.2, -3.4, -9.5, -1.4, 1.0, 0.2
O=C(CCCn1cnc2ccccc2c1=O)Nc1ccccc1F across the screens: 0.6, -1.5, 2.6, -12.8, i, -7.0, -1.7, 1.5, -2.8

More compounds follow.
(43) CC(=O)C(Cc1ccccc1)NC(=O)CN1c2cccc3cccc(c23)S1(=O)=O (stereo unspecified)
(44) COc1ccc2[nH]c3c(=O)n(/N=C/c4ccc(OC)c(CN5CCCC5)c4)c(C)nc3c2c1
(45) c1ccc2c(c1)Sc1ccccc1N2CC1CN2CCC1CC2 (stereo unspecified)
(46) O=S(=O)(Cc1ccccc1)Nc1cccc(F)c1
(47) O=Nc1c(-c2ccccc2)n(O)[n+]([O-])c1-c1ccccc1
(48) Cc1ccc(S(=O)(=O)Nc2ccc3c(c2)C(=O)N([C@H](C)CO)C[C@H](C)[C@@H](CN(C)C(=O)Nc2ccc4c(c2)OCO4)O3)cc1
(49) CC(CN1CCCCC1)C(=O)NNC(=O)C12CC3CC(CC(C3)C1)C2 (stereo unspecified)
(50) O=C(O)COc1ccc(NC(=O)C(c2ccccc2)c2ccccc2)cc1
(51) COc1cc2c(cc1NC(=O)CCCCCN1C(=O)CCC1=O)oc1ccccc12

entry no.	43	44	45	46	47	48	49	50	51
PrPC surface inh	-8.7	-4.7	-2.9	-4.4	-0.9	-1.6	1.0	4.5	11.4
PfHsp40 rescue	-0.7	-1.1	-1.4	-0.3	.	0.1	1.9	0.2	0.1
Y pestis TopoI	10.4	8.3	-7.1	-4.3	0.7	28.2	5.8	-2.4	14.5
Anthrax LF inh2	-8.7	-10.4	-6.5	-2.7	-1.2	-6.9	-5.9	-14.6	-0.5
BH1578 lux ind	i	i	i	-0.4	i	i	-0.4	i	-0.2
SSB-PriA inh	-10.1	.	13.0	1.7	.	17.5	-11.5	-9.3	0.8
3CLpro inhibitor	.	0.6	1.7	-0.6	.	.	1.9	-3.8	-2.5
TcdB inh	1.5	2.2	0.3	0.9	2.1	2.1	0.6	0.9	.
BoNT A protease	-0.5	0.2	0.4	3.3	-0.3	-0.6	0.0	-1.8	-0.5
